From PubChem BioAssay
Bcl-XL Bim block = inhibitors of Bim-Bcl-XL binding, primary screen, biochemical, multiplexed, bead flow cytometry, human Bcl-XL; Bim peptide-Bcl-XL binding, fluorescence; inhibition, % at 10 µM; actives 0.04% (n = 190,000); AID 1007, 2008
Bim-Bcl-B = inhibitors of Bim-Bcl-B binding, primary screen, biochemical, multiplexed, human Bcl-2 family. actives 0.073% (n = 190,000). AID 951, 2007. bead-based flow cytometry, Bim peptide-Bcl-B binding. inhibition, % at 10 µM;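 note: 0% = tracer peptide without compound and 100% = reference inhibitor peptide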
RGS4-Gao reg = modulators of RGS4 binding to Galphao, primary screen, biochemical, multiplexed bead flow cytometry; Guanine nucleotide-binding protein G(o) subunit alpha (Homo sapiens), P09471; actives lie on both sides; binding response (% of control), % at 10 µM; actives 0.33% (n = 220,000); in the data active = binding response below about 49% or above about 150%; inactive = in between;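 note: fluorescent Galphao activated with aluminum fluoride binding bead-coupled RGS4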
RGS7-Gao reg = RGS7-Galphao binding modulators, primary screen, biochemical, multiplexed bead flow cytometry. actives 0.35% (n = 220,000). Guanine nucleotide-binding protein G(o) subunit alpha (Homo sapiens), P09471. binding response (% of control), % at 10 µM. actives lie on both sides. AID 1439, 2008; in the data active = binding response below about 49% or above about 150%; inconclusive = no clear call, values can overlap the other calls; inactive = in between;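 note: fluorescent Galphao held in activated GDP-AlF4 state binding bead-coupled RGS7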
Bim-Bcl-2 = inhibitors of Bim-Bcl-2 binding, primary screen, biochemical, multiplexed, human Bcl-2 family; inhibition, % at 10 µM; Apoptosis regulator Bcl-2 (Homo sapiens), P10415; actives 0.06% (n = 190,000); Bead-based flow cytometry, Bim peptide-Bcl-2 binding; in the data active = inhibition above about 40%; inconclusive = no clear call, values can overlap the other calls;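 note: 0% = no compound wells with probe peptide and 100% = reference peptide inhibitor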
RGS8-Gao = RGS8-Galphao binding modulators, primary screen, biochemical, multiplexed bead flow cytometry | actives lie on both sides | response (percent of control binding), % at 10 µM | actives 0.34% (n = 220,000); in the data active = response below about 60% or above about 140%; inactive = in between;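 note: Galphao activated as the GDP aluminium fluoride complex binding bead-coupled RGS8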
Mcl-1 Bim block = inhibitors of Bim peptide binding to Mcl-1, primary screen, biochemical, bead-based flow cytometry, multiplex | AID 1009, 2008 | actives 0.1% (n = 190,000) | Bim peptide-Mcl-1 binding | inhibition, % at 10 µM;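 note: 0% = no compound tracer wells and 100% = peptide blocker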
ABCB1 block = ABCB1 efflux pump inhibitors, primary screen, cell-based, multiplex, flow cytometry, ABCG2 counter-screen; inhibition, % at 6.6 µM; ATP-dependent translocase ABCB1 (Homo sapiens), P08183; CCRF-Adr cells, JC-1 efflux; actives 0.067% (n = 190,000); in the data active = inhibition above about 40%;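 note: 0% = vehicle and 100% = reference inhibitor; higher value means more JC-1 retained so stronger ABCB1 efflux block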
Target sequence (P08183 whole entry, looked up): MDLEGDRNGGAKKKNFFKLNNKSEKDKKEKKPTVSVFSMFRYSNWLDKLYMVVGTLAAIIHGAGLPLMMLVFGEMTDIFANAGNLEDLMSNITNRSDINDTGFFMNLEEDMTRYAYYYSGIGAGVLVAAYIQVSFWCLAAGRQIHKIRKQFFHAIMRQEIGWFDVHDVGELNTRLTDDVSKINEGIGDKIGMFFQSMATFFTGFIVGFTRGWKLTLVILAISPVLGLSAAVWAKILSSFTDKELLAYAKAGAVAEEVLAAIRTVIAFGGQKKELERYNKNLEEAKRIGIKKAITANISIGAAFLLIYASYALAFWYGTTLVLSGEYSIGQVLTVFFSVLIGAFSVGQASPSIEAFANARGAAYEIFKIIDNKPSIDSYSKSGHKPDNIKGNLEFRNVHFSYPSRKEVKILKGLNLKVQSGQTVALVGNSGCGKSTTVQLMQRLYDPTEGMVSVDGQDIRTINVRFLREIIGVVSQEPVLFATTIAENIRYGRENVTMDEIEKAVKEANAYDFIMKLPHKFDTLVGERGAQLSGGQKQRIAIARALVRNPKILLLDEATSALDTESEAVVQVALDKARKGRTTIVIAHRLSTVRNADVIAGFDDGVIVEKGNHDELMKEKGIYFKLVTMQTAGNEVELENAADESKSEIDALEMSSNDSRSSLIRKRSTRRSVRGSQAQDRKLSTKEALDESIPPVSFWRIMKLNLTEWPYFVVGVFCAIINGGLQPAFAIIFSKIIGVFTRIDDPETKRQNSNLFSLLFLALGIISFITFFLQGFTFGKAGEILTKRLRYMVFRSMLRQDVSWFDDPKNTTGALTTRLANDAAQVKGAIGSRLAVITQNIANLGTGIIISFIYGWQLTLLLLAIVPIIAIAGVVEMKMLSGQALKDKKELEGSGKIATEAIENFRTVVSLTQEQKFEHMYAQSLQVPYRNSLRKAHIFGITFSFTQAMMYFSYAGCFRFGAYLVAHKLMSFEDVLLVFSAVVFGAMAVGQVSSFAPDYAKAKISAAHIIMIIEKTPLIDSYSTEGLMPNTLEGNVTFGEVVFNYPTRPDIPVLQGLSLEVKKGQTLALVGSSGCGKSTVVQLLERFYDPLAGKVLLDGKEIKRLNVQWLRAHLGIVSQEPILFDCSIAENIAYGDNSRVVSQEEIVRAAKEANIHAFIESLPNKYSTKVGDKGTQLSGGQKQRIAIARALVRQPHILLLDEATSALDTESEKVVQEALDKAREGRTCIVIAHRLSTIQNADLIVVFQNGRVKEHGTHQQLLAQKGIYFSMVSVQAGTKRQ
Bfl-1 Bim block = inhibitors of Bim binding to Bfl-1, primary screen, biochemical, multiplexed, bead-based flow cytometry | Bcl-2-related protein A1 (Homo sapiens), Q16548 | Bim-Bfl-1 binding inhibition | inhibition, % at 10 µM | actives 0.12% (n = 190,000) | AID 1008, 2008;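 note: 0% = wells without compound plus tracer and 100% = blocker peptide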
Bcl-W Bim block = inhibitors of Bim binding to Bcl-W, primary screen, biochemical, multiplexed, bead-based flow cytometry | Bim peptide-Bcl-W binding | AID 952, 2007 | inhibition, % at 10 µM | actives 0.02% (n = 190,000);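 note: 0% = bound tracer without compound and 100% = peptide blocker; higher means less fluorescent Bim peptide bound to Bcl-W beads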
ABCG2 inh = ABCG2 efflux pump inhibitors, primary screen, multiplex with ABCB1, IgMXP3 cells, flow cytometry. inhibition, % at 6.6 µM. actives 0.1% (n = 190,000). Broad substrate specificity ATP-binding cassette transporter ABCG2 (Homo sapiens), Q9UNQ0. JC-1 efflux;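 active = inhibition above 80%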;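 note: 0% = DMSO and 100% = nicardipine control wells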
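Times: 10 min at 25 °C | Test system: Two drug-resistant human cell lines, ABCG2 and ABCB1 | Quantity: 3 million cells/mL final, two lines in 1:1 ratio | Signal: Flow cytometry, 530 nm JC-1 signal | Dosing: Compound at 6.6 µM | Controls: Nicardipine and DMSO wells | Reagent: JC-1 as fluorescent efflux pump substrate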
* marks the source's active call; other numbers are inactive results; ? = inconclusive; · = not tested or not shown. Cut-off read from the data, not from the text of the source, unless noted: active = inhibition above about 40%.

SMILES	Bcl-XL Bim block	Bim-Bcl-B	RGS4-Gao reg	RGS7-Gao reg	Bim-Bcl-2	RGS8-Gao	Mcl-1 Bim block	ABCB1 block	Bfl-1 Bim block	Bcl-W Bim block	ABCG2 inh
Cc1ccc2[nH]c(=O)c(CN(CC3CCCO3)S(=O)(=O)c3cccc4nsnc34)cc2c1 (stereo not drawn)	-12	-9	100	102	-7	90	-3	3.4	-7	-4	21
c1ccc(Cc2nc(-c3ccccn3)no2)cc1	4	-5	92	93	-4	90	-4	-1.9	0	-6	-2
Cc1ccc(C)c(Nc2nc3c(S(=O)(=O)c4ccccc4)nnn3c3ccccc23)c1	-10	-5	98	102	-5	101	-6	0.9	-1	-4	-1
C=C(C)CSc1nc(C)c(Cc2ccccc2)c(=O)[nH]1	-1	-10	103	100	-8	100	-1	0.6	-12	0	2
C=CCNC(=O)c1ccccc1NS(=O)(=O)c1ccc(SC)cc1	-5	-8	99	99	-9	100	0	-0.3	-18	-2	-1
CCOC(=O)C(Oc1ccc2c(-c3ccccc3)cc(=O)oc2c1C)c1ccccc1 (stereo not drawn)	-9	-8	95	93	-6	100	-3	2.4	-12	-3	48
CCc1ccc(NC(=O)CSc2nc(NS(=O)(=O)c3ccccc3)cc(=O)[nH]2)cc1	-4	-10	95	90	-3	92	-4	-1.1	-6	-8	-2
COc1ccc(OC)c(C2CC(=O)OC3=C2C(=O)CC(C)(C)C3)c1 (stereo not drawn)	-2	-5	129	119	-4	117	0	-0.2	-4	-4	-1
CCCCOc1ccc(C(=O)NCC(=O)NCC(=O)OCC)cc1	-5	-10	105	105	-6	107	-3	0.1	-15	-7	1
O=C(CN1C(=O)c2ccccc2C1=O)Nc1sc2c(c1C(=O)NCC1CCCO1)CCC2 (stereo not drawn)	0	-1	102	97	-1	97	-4	2.0	0	-1	11
O=C(C1=C[C@H](C2CC2)C[C@H](OCCCCO)O1)N1CCN(Cc2ccccc2)CC1	0	-4	101	100	-2	98	-2	0.5	-6	1	1
COc1ccc(OC)c(/C=N/c2oc(-c3ccco3)c(-c3ccco3)c2C#N)c1	2	1	102	101	3	102	1	0.3	17	4	0
CC1CN(c2ccc(Cl)cc2[N+](=O)[O-])CCN1S(C)(=O)=O (stereo not drawn)	-5	-5	97	103	-4	101	-1	0.7	-8	-2	3
CCOc1ccccc1C1CC(=O)NC(SCC(=O)Nc2nccs2)=C1C#N (stereo not drawn)	-7	-7	102	100	-11	102	0	0.0	-16	-3	3
O=C(Cn1nc(-c2ccccc2)c2ccccc2c1=O)NCCN1CCOCC1	-4	-6	102	98	-7	100	-4	-0.6	-20	0	-4
O=C(COc1ccc(Cl)cc1Cl)NN=C1c2ccccc2-c2ccccc21	-8	-11	100	104	-6	100	-4	0.2	-12	-7	4
COc1ccc(Nc2nnc(SCC(=O)c3cc(C)n(CC4CCCO4)c3C)s2)cc1 (stereo not drawn)	-3	-9	95	94	-9	97	-3	0.2	-4	3	3
CCOC(=O)C1CCCN(S(=O)(=O)c2cccs2)C1 (stereo not drawn)	-1	-6	97	99	-9	99	-7	1.4	-8	-3	4
COC(=O)N/N=C/c1ccc([N+](=O)[O-])s1	-5	-5	98	100	-5	77	-5	0.2	-1	-2	1
COc1ccc(/C=N/Nc2cc(N(C)C)nc(N(C)C)n2)cc1	-3	-2	102	104	0	107	-6	1.1	0	-2	9
Cc1cccc(N=Nc2c(C)c(C#N)c(O)[nH]c2=O)c1	0	-1	99	101	-2	102	1	0.1	-4	0	3
CSC1=N/C(=C\C=C\c2cccs2)C(=O)S1	-3	-6	100	95	-10	101	-5	0.3	-7	0	3
Cc1c(/C=N/O)c2ccccn2c1C=O	-3	-9	97	98	-6	98	-2	-0.1	-13	-2	0
CCOCC(=O)Nc1ccc2c(c1)OCCO2	-5	-4	101	100	-9	103	-2	0.7	-3	-3	0
O=C(CCn1nc(-c2ccccc2)c2ccccc2c1=O)NN1CCOCC1	2	0	102	99	4	104	3	1.2	0	1	4
O=S(=O)(NC1CC1)c1ccc(S(=O)(=O)N(Cc2ccccn2)C2CCCC2)cc1	0	-1	116	109	6	107	1	3.9	0	4	4
CC(C)(C)CC(C)(C)N=C1NS(=O)(=O)c2cc([N+](=O)[O-])ccc21	4	-1	102	94	2	101	2	2.0	-6	1	17
COC(=O)CCC(=O)Nc1cccc(C(=O)Nc2cccc(Cl)c2)c1	-3	-17	97	100	0	100	-4	-6.3	4	0	-4
COc1cc(NC(=O)c2onc(C)c2Cl)c(OC)cc1Cl	-3	-8	101	100	-4	100	0	0.1	-6	-5	2
O=C(CSc1nnc2ccc(-c3ccncc3)nn12)c1cccs1	1	-7	88	92	1	94	2	-0.2	4	0	9
CCN(CC)C(=O)C1CCN(Cc2cn(C)nc2-c2ccc(Oc3ccccc3)cc2)CC1	-1	1	107	103	2	101	-2	0.0	5	-1	-1
CC(C)CNS(=O)(=O)c1ccc(OCC(=O)Nc2ccc3c(c2)OCCO3)cc1	-2	0	109	106	-1	122	1	5.6	1	-1	26
O=C(CS(=O)(=O)Cc1ccccc1)Nc1ccccc1Cl	-4	-7	102	101	0	101	-3	·	0	-3	0
COc1ccccc1C1C(C(=O)c2cc3ccccc3o2)=C(O)C(=O)N1CCN(C)C (stereo not drawn)	-2	-3	97	96	-3	99	0	0.0	-16	-2	3
Cc1onc(C(=O)/C=C/N(C)C)c1C(=O)Nc1nccs1	-2	-3	98	101	0	91	0	0.4	1	2	10
Cc1cc(C)c(C)c(S(=O)(=O)NCC(=O)N2CCCC2)c1C	0	1	93	94	0	97	-2	0.7	-1	-1	3
CC(OC(=O)c1cccc(S(=O)(=O)Nc2cccc(C(F)(F)F)c2)c1)C(=O)Nc1ccc2c(c1)OCCO2 (stereo not drawn)	-5	-8	97	103	-11	103	0	0.4	-9	-3	1
CS(=O)(=O)c1ccc(C(=O)N2CCN(Cc3ccccc3)CC2)cc1	2	0	101	102	-2	103	0	-2.6	-5	0	-1
O=C(NCCC1=CCCCC1)C1CCN(S(=O)(=O)N2CCCC2)CC1	-3	-3	101	99	-4	102	-2	0.1	-5	-1	0
O=C(CN1CCN(c2ccccc2)CC1)N1N=CCC1c1ccccc1 (stereo not drawn)	-4	-3	97	98	-3	100	0	1.2	-8	6	4

One compound at a time (already shown).
Cc1cc(C)c(C)c(S(=O)(=O)NCC(=O)N2CCCC2)c1C as listed: Bcl-XL Bim block = 0; Bim-Bcl-B = 1; RGS4-Gao reg = 93; RGS7-Gao reg = 94; Bim-Bcl-2 = 0; RGS8-Gao = 97; Mcl-1 Bim block = -2; ABCB1 block = 0.7; Bfl-1 Bim block = -1; Bcl-W Bim block = -1; ABCG2 inh = 3
COC(=O)CCC(=O)Nc1cccc(C(=O)Nc2cccc(Cl)c2)c1 as listed: Bcl-XL Bim block = -3; Bim-Bcl-B = -17; RGS4-Gao reg = 97; RGS7-Gao reg = 100; Bim-Bcl-2 = 0; RGS8-Gao = 100; Mcl-1 Bim block = -4; ABCB1 block = -6.3; Bfl-1 Bim block = 4; Bcl-W Bim block = 0; ABCG2 inh = -4

Going on with the list.
SMILES	Bcl-XL Bim block	Bim-Bcl-B	RGS4-Gao reg	RGS7-Gao reg	Bim-Bcl-2	RGS8-Gao	Mcl-1 Bim block	ABCB1 block	Bfl-1 Bim block	Bcl-W Bim block	ABCG2 inh
O=C(NC1CC1)C1=C[C@@H](c2coc3ccccc3c2=O)C[C@@H](OCc2ccc(CO)cc2)O1	0	-3	94	92	0	100	-2	2.2	-3	2	3
CCn1c(SCC(=O)N(C)C2CCS(=O)(=O)C2)nnc1-c1ccccc1 (stereo not drawn)	-3	-11	102	100	-1	101	0	0.0	-1	-3	2
CCN(C1=NS(=O)(=O)c2ccccc21)N(CC)S(=O)(=O)c1ccc(C)cc1	-3	-6	99	?	-4	100	-4	1.2	-7	-3	9
CC(C)n1nc(C(=O)Nc2nnc(SCc3c(Cl)cccc3Cl)s2)c2ccccc2c1=O	1	-9	104	99	-11	102	-2	1.1	-13	-1	3
CC(C)Oc1cccc(C(=O)C2CCCN(S(=O)(=O)C(C)C)C2)c1 (stereo not drawn)	0	0	102	101	-1	102	3	0.5	-7	4	2
CCn1c(SC)nc(O)c(C(c2ccc(OC)c(O)c2)c2c(O)nc(SC)n(CC)c2=O)c1=O	-2	-4	103	96	-1	99	4	-0.1	-8	1	0
CCCCC(CC)C(=O)Nc1cccc(SC)c1 (stereo not drawn)	-1	0	104	102	-2	104	0	0.1	-10	1	0
O=C(CC1SC(=Nc2cccc3ccccc23)N(Cc2ccccn2)C1=O)Nc1ccccc1Br (stereo not drawn)	-1	-10	100	99	-7	102	-7	2.2	-2	-3	-4
CCOc1cc(/C=N/O)ccc1OS(=O)(=O)c1ccc(C)cc1	-2	-2	104	102	-3	102	0	0.5	-1	0	1
Cc1ccc(-n2cc(CN3CCN(c4ccccn4)CC3)c(-c3ccc(F)cc3)n2)cc1	-5	-7	99	98	-5	97	-2	3.1	-5	-5	7
CCOc1ccccc1CN1CCN(Cc2cc3ccccc3[nH]2)CC1CCO (stereo not drawn)	-1	-1	99	97	-2	98	-2	1.3	-4	2	3
CCN(CC)S(=O)(=O)c1cc(-c2nn(C)c(=O)c3ccccc23)ccc1C	-2	-4	103	103	0	103	-1	0.5	1	-2	4
CCCCN(C)CCn1c(=S)[nH]c2ncccc2c1=O	-2	-5	98	100	-7	99	3	0.1	-11	-2	1
O=C(COc1ccccc1)NCCSc1ccccc1	-4	0	101	99	4	101	-1	0.6	1	0	1
CCn1ncc(/C=N/O)c1C	-1	-6	105	104	-2	103	2	0.9	-5	1	4
CN(CC(=O)NCCc1ccccc1)S(=O)(=O)c1cccs1	-2	-7	102	103	-6	102	-1	0.1	-8	2	1
COc1ccc(CNc2ncnc3cc(OC)c(OC)cc23)cc1	-3	-3	98	97	-4	97	-8	1.9	-5	-5	18
COC(=O)CSc1nc(C)cc(C(F)(F)F)c1C#N	-2	0	98	89	2	90	-3	0.3	0	0	3
CCCCNC(=O)/C=C/c1ccc(OC)c(Br)c1	-4	-4	98	98	-5	101	3	0.8	-7	1	36
COc1ccccc1OCCCC(=O)Nc1ccc([N+](=O)[O-])cc1Br	-4	-1	102	104	-2	104	-1	1.8	-5	-2	41
COc1ccc(N2CCN(C(=O)c3nc4nc(C)cc(C)n4n3)CC2)cc1	-4	-1	106	100	-5	102	0	0.2	-9	-3	1

Some values from the entries so far:
ABCB1 block with CCn1ncc(/C=N/O)c1C stands at 0.9
ABCG2 inh with CCn1c(SC)nc(O)c(C(c2ccc(OC)c(O)c2)c2c(O)nc(SC)n(CC)c2=O)c1=O stands at 0
